Assay outcomes as filed in PubChem.
FEN1 inh – blocks human flap endonuclease 1 | Potency, µM (titrated, usually from 114 µM), for inactives: at the highest dose activity change, negative = inhibition, hits mostly inhibitors | Recombinant FEN1 flap cleavage, fluorescence, 15 min | P39748 | 390,000 compounds, 0.35% hits | AID 588795; also: nearly all actives have a fitted effect of over 65% in size
Target sequence (P39748 whole entry, looked up): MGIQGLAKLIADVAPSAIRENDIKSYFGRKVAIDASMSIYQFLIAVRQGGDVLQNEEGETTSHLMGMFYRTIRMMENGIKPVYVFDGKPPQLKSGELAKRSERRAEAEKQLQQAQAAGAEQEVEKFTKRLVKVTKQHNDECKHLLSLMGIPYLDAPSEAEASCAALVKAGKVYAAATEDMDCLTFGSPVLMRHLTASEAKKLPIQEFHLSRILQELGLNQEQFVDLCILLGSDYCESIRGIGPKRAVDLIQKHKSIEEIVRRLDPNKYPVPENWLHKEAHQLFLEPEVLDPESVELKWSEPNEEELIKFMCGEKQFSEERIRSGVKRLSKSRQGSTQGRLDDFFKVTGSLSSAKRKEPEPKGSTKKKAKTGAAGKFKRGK
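Potency values derive from four-parameter Hill fits of normalized qHTS data. The reaction used 10 nM FEN1 preincubated 15 min at room temperature with compound, then 50 nM DNA substrate, read at 0 and 15 min.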
TDP1 cell CPT – growth inhibition of DT40 Tdp1-/-;hTDP1 cells with camptothecin (screen for TDP1 inhibitors); chicken DT40 Tdp1-/-;hTDP1 cells + 20 nM CPT, ATP luminescence, 48 h; Potency, µM (titrated, usually from 46.2 µM), for the others: top-dose activity change, negative = growth inhibition, actives largely listed as inhibitors; 420,000 compounds, 12% hits; also: nearly all actives have a fitted effect of over 55% in size
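Chicken DT40 Tdp1-/- cells stably complemented with human TDP1 were seeded at 400 cells/well in medium containing 20 nM camptothecin, exposed to pin-transferred compounds, and grown at 37 °C for at least 48 hr. Viability was read as ATP luminescence.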
N370S GC mod – N370S glucocerebrosidase modulation, Gaucher chaperone candidate | 330,000 compounds, 0.092% hits | N370S GC spleen homogenate, 4MU-glucoside fluorescence | AID 2101 | Potency, µM (titrated, usually from 59.4 µM), inactives show top-dose activity change, negative = inhibition, most hits filed as inhibitors | P04062;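 also: 0% = full enzyme activity and -100% = no enzyme basal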
Starred values were filed as active, the others as inactive; ? = inconclusive; · = no result given; [ ] = dose if it differs, or a comment. Calls follow the shape of the dose curve; as a rule, active = well fitted curve in the direction sought with a large enough effect; inconclusive = small, poorly fitted or top-dose-only effect, or another doubt; inactive = no such curve, though single readings can be large; an effect the other way counts as inactive or inconclusive. Unless noted, % is scaled to controls: 0 for no effect and ±100 for the full control effect; potency is read from the fitted curve at half-maximal effect.

Sample of the layout (two entries):
SMILES	FEN1 inh	TDP1 cell CPT	N370S GC mod
COC(=O)[C@@]1(Cc2ccc(F)cc2)[C@H]2c3cc(C(=O)N(C)C)n(CC4CC4)c3C[C@H]2CN1C(=O)c1ccccc1	·	?	-4%
Cc1ccc(CNC(=O)C2CCN(C(=O)N3CC(C)Oc4ccc(Cl)cc43)CC2)cc1 (configuration not stated)	6%	?	·

Main list, previewed entries included:
SMILES	FEN1 inh	TDP1 cell CPT	N370S GC mod
COC(=O)[C@@]1(Cc2ccc(F)cc2)[C@H]2c3cc(C(=O)N(C)C)n(CC4CC4)c3C[C@H]2CN1C(=O)c1ccccc1	·	?	-4%
Cc1ccc(CNC(=O)C2CCN(C(=O)N3CC(C)Oc4ccc(Cl)cc43)CC2)cc1 (configuration not stated)	6%	?	·
Cc1ccccc1NC(=O)Cn1c(=O)oc2cc(Br)ccc21	-1%	?	·
COCCN1C(=O)C(=O)/C(=C(/O)c2cccc(OC)c2)C1c1ccco1 (configuration not stated)	-19%	-6%	-20%
Cc1ccc(C2=NN(CC(=O)NCc3ccco3)C(=O)CC2)cc1	16%	-2%	2%
CCCNC(=O)CCc1cc(C(C)(C)C)c(O)c(C(C)(C)C)c1	-8%	?	0%
CCCCOC(=O)C1=C(C)NC(=O)NC1c1ccccc1 (configuration not stated)	-10%	-8%	-5%
Cc1nnc(SCCn2c(Br)nc3c2c(=O)n(C)c(=O)n3C)s1	0%	?	-2%
Cc1cc(CCNC=O)c(C)c2c1sc1ccccc12	-3%	2%	·
Cc1nc(C)c(CCNC(=O)c2ccc(C(F)(F)F)cc2)s1	-11%	-5%	2%
Clc1cccc(Cl)c1CSc1nnc(CN2CCOCC2)n1-c1ccccc1	0%	16µM*	12%
Cc1cnc(NC(=O)c2cc(S(=O)(=O)N(C)C)ccc2N2CCCC2)s1	7%	?	·
Clc1ccc(OCCCCCN2CCOCC2)cc1	-7%	?	-10%
CCC(NC(=O)Cc1cccs1)c1ccccc1 (configuration not stated)	-4%	-25%	3%
CCOC(=O)c1c(N)sc(C(O)(C(F)(F)F)C(F)(F)F)c1-c1ccccc1	?	?	-1%
Cc1cccc(NC(=S)N(CCN(C)C)Cc2cccs2)c1	11%	-2%	7%
CN=C1NN=C(c2cc(C)n(-c3c(C)n(C)n(-c4ccccc4)c3=O)c2C)CS1	-3%	-5%	12%
COc1ccc(CNCCSc2nnnn2C)c(OC)c1OC	-3%	-2%	12%
COc1ccc(-c2sc3ccccc3c2C#CCCO)cc1	?	26µM*	28%
O=C(CSc1nccn1-c1cccc(Cl)c1)Nc1cccc2ccccc12	?	?	·
COc1cc(C2C3C(=O)N(c4ccccc4)C(=O)C3ON2c2ccccc2)ccc1O (configuration not stated)	1%	-16%	-1%
CCCC(=O)NCc1nc2ccccc2n1C	-2%	-1%	6%
Cn1c(=O)c2c(nc(NCc3cccnc3)n2Cc2cccc(C(F)(F)F)c2)n(C)c1=O	-5%	18µM*	-3%
O=c1[nH]c2cc(Br)ccc2n2cccc12	-1%	-22%	·
O=[N+]([O-])c1cccc2c(Cl)ccnc12	0%	?	?
Other compounds:
SMILES	FEN1 inh	TDP1 cell CPT	N370S GC mod
CN(C)/C=C1\SC(=S)N(c2ccc(F)cc2)C1=O	-1%	-2%	-7%
O=C1C2C3C=CC([C@@H]2C(=O)N1Cc1cccnc1)C31CC1 (some centres not stated)	7%	-13%	·
Cc1nnc(SC(C(=O)Nc2ccc(Cl)c([N+](=O)[O-])c2)c2ccccc2)[nH]c1=O (configuration not stated)	6%	10%	-27%
O=C(Cc1cccc(NC(=O)C2CCN(C(=O)CCc3ccccc3)CC2)c1)Nc1cccc(C(=O)N2CCCCC2)c1	7%	?	·
COc1ccc(O)c(C(=O)c2cnc3onc(C)c3c2)c1	-1%	7%	-2%
Cc1ccccc1OCC(=O)Nc1ccc2c(c1)COC2=O	8%	-14%	-4%
CCC1(C)Cc2c(sc3nc(SC)[nH]c(=S)c23)CO1 (configuration not stated)	4%	-4%	-4%
O=C(COc1ccc(Cl)cc1)Nc1ccc(Cc2ccncc2)cc1	0%	?	26%
Cc1cc(C)c(C2C3=C(Nc4c2c(C)nn4-c2ccccn2)c2ccccc2C3=O)c(C)c1 (configuration not stated)	-11%	13µM*	20%
COCCNC(=O)CN1C(=O)/C(=C/c2ccccc2)Oc2ccc(C(C)(C)C)cc21	-21%	?	?
Cc1ccc(CNC(=O)CCCc2cn(C)c3ccccc23)cc1	-5%	?	4%
CCN(C(=O)CSc1nnnn1-c1cc(C)ccc1OC)C1CCS(=O)(=O)C1 (configuration not stated)	-12%	-3%	1%
CCOC(=O)c1ccc(N2C(=O)CC(N(Cc3ccc4c(c3)OCO4)C(=O)Nc3ccccc3)C2=O)cc1 (configuration not stated)	4%	?	13%
CC12CCC(C(=O)NCc3ccccc3Cl)(OC1=O)C2(C)C (configuration not stated)	1%	-5%	11%
COc1cc2c(cc1O)-c1ccccc1CN(C)C2	·	19%[9.04 µM]	6%
CN(C)c1oc(-c2ccccc2Cl)nc1P(=O)(c1ccccc1)c1ccccc1	?	?	·
CC(C)c1cccc(OCCn2c(-c3ccc(Cl)cc3)nc3ccccc3c2=O)c1	-5%	-25%	·
CC(CCc1ccco1)NC(=O)c1cc2c(-c3ccccc3F)nn(C)c2s1 (configuration not stated)	3%	?	4%
N#Cc1c(-c2ccccc2)c(-c2ccccc2)n(Cc2ccco2)c1NC(=O)c1cccs1	-4%	11µM*	-1%
N#Cc1cc(-c2ccc(Cl)cc2)cn(Cc2c(Cl)cccc2Cl)c1=O	5%	?	7%
CC(=O)N1CCN(S(=O)(=O)c2cccc(C(=O)NCCC3=CCCCC3)c2)CC1	0%	2.9µM*	-10%
CC1=C(C#N)CCC(=O)N1Cc1c(F)cccc1Cl	-3%	-2%	1%
O=C(Nc1cccc(Cl)c1)OCCOc1ccccc1	-19%	-19%	-1%
Cc1ccc(C)c(N2CCN(C(=O)C(C)n3nc(C)c4sc5ccccc5c4c3=O)CC2)c1 (configuration not stated)	-26%	-8%	·
CCOC(=O)N1CCN(S(=O)(=O)c2ccc([N+](=O)[O-])cc2)CC1	-5%	-1%	2%

Of the compounds above, four contain a furan ring, fused or not.
SMILES	FEN1 inh	TDP1 cell CPT	N370S GC mod
COCCN1C(=O)C(=O)/C(=C(/O)c2cccc(OC)c2)C1c1ccco1 (configuration not stated)	-19%	-6%	-20%
Cc1ccc(C2=NN(CC(=O)NCc3ccco3)C(=O)CC2)cc1	16%	-2%	2%
CC(CCc1ccco1)NC(=O)c1cc2c(-c3ccccc3F)nn(C)c2s1 (configuration not stated)	3%	?	4%
N#Cc1c(-c2ccccc2)c(-c2ccccc2)n(Cc2ccco2)c1NC(=O)c1cccs1	-4%	11µM*	-1%

Carrying on:
SMILES	FEN1 inh	TDP1 cell CPT	N370S GC mod
COc1ccc(/C(C)=N/Nc2nncc3ccccc23)cc1	6%	9%	-2%
COc1ccc(N/C=C\C(=O)c2ccc3c(c2)OCO3)cc1	2%	?	10%
O=S(=O)(Cc1ccccc1)N1CCN(c2ncccn2)CC1	-5%	3%	-1%
CCOC(=O)c1cc(-c2ccc3c(c2)OCO3)nc2onc(C)c12	-2%	-20%	-12%
C#CCOCCOCCOCCNc1nc(N2CCN(C(=O)[C@H](CCCCN)n3cc(CCCC)nn3)CC2)nc(N2CCN(C(=O)[C@H](CCCCN)n3cc(CCC(=O)O)nn3)CC2)n1	-4%	-3%	-12%
CCN(CC(=O)Nc1ccc(NC(C)=O)cc1)C(=O)c1ccc(C(=O)c2ccccc2)cc1	-2%	4%	·
Cc1cc(C)n(-c2nc(NCCCN(C)C)c3c4c(sc3n2)CCCC4)n1	?	?	-14%
CCOC(=O)N1CCN(CC(O)COCc2cc(OC)c(OC)c(OC)c2)CC1 (configuration not stated)	0%	-5%	-8%
CCc1ccc(NC(=O)Cn2c(=O)n(-c3ccccc3C)c(=O)c3c2c2cc(OC)ccc2n3C)cc1	-12%	?	·
Fc1cccc(Cl)c1/C=C/c1cnc2ccccc2n1	-5%	-5%	-6%
O=C(CNC(=S)N(Cc1ccccc1)Cc1cccnc1)NC1CC1	7%	19%	-3%
CNC(=S)N(Cc1ccc2c(c1)OCO2)C1CC(=O)N(c2ccc(F)cc2)C1=O (configuration not stated)	8%	?	-2%
O=C(O)C(Cc1cccs1)c1cccs1 (configuration not stated)	15%	-14%	·
O=C(Nc1ccccc1C(=O)NC1CCCC1)NC1CCCC1	6%	-20%	4%
O=C(c1cc(-c2ccccc2)nc2ccccc12)N1CCOCC1	4%	3%	-4%
CCOC(=O)c1cnc2c(ccc3ccccc32)c1Nc1cccc(C(F)(F)F)c1	-8%	-29%	·
CC(C)OCc1cc(CN2CCN(c3cccc(C(F)(F)F)c3)CC2)c(O)c2ncccc12	1%	4.6µM*	·
O=C(CSc1nc2ccccc2c(=O)n1CC1CCCO1)NCCc1ccccc1 (configuration not stated)	-4%	-26%	1%
O=C(CNC(=O)c1ccc(Cl)cc1Cl)OCC(=O)N1CCCC1	-8%	-1%	·
O=C(CCC(=O)N1CCN(S(=O)(=O)c2ccc3ccccc3c2)CC1)NCC(F)(F)F	-2%	-1%	-4%
O=C(CCNC(=O)c1ccc(Br)o1)NCc1ccccn1	2%	-12%	4%
Cc1ccc2nc(SCC(=O)O)nc(C)c2c1	-5%	10%	8%
O=C(C[C@H]1C/C=C\C[C@H](Cc2ccc(F)cc2)C(=O)OCCNC1=O)NCCO	2%	1%	·
CSc1oc(-c2ccco2)nc1S(=O)(=O)c1ccccc1	-8%	-26%	9%
COc1ccc2oc3cc(C)[n+]([O-])c(-c4ccc(Br)cc4)c3c2c1	0%	?	0%
(cont.)
SMILES	FEN1 inh	TDP1 cell CPT	N370S GC mod
Cc1cc2cc(C)c(NCCNC(=O)c3cccc(F)c3)nc2cc1C	-6%	?	-9%
Cc1cc(C)c(NC(=O)CNC(=O)CSc2nnc(N)s2)c(C)c1	-2%	19%	1%
CCOc1ccc(NC(=O)CN(C)C(=O)C2CSC3(C)CCC(=O)N23)cc1OCC (configuration not stated)	1%	?	·
CCN(CC)c1ccc(/C=C/c2c(C)cnc3ccc(C)cc23)cc1	-7%	11µM*	·
C=CCOc1ccc(/C=C/C(=O)OCC(=O)N2CCCc3ccccc32)cc1	2%	-5%	-7%
NC(=O)C1CCN(C(=O)CCc2nc3ccccc3c(=O)[nH]2)CC1	-15%	-11%	7%
COC(=O)Nc1nn(Cc2ccccc2F)cc1Br	8%	-9%	1%
CC(C)C(=O)N1CC(=O)Nc2ccc(F)cc2C1c1ccc(F)cc1 (configuration not stated)	11%	-8%	-4%
CCCCCCC(=O)N1C/C=C\C(c2ccc(OC)cc2)N(Cc2ccc(F)cc2)C(=O)[C@H]1Cc1ccccc1 (some centres not stated)	-8%	18µM*	21%
NC(=O)c1oc2ccccc2c1NC(=O)CN1CCCCC1	1%	2%	9%[2.35 µM]
O=C(c1ccncc1)N(Cc1ccccc1)Cc1nc2ccccc2c(=O)[nH]1	-4%	0%	2%
O=C(NCCc1ccc(Cl)cc1)C1CCN(Cc2cc3ccccc3n2Cc2ccccc2)CC1	1%	23µM*	·
Cc1cccn2c(=O)c3cc(C(=O)N4COCC4(C)C)n(C)c3nc12	-7%	-20%	-9%
COc1ccc(-c2csc3ncnc(N4CCN(S(=O)(=O)c5cccs5)CC4)c23)cc1	19%	?	-3%
COc1ccccc1-c1nc(CNC(=O)Nc2ccccc2)c(C)o1	-4%	0%	·
COC(=O)CC1SC(=O)NC1=Nc1ccccc1 (configuration not stated)	-4%	4%	-5%
Cc1c(NC(=O)NCCN2C(=O)C3C4C=CC(C4)C3C2=O)c(=O)n(-c2ccccc2)n1C (configuration not stated)	-1%	-14%	0%
O=[N+]([O-])c1ccc(Nc2nc(NCCO)nc(N3CCCC3)n2)cc1	-17%	?	?
CS(=O)(=O)Nc1ccc2c(c1)OCC(=O)N2Cc1ccccc1	4%	-17%	-7%
CCCC(C)NC(=S)NC(=O)c1cc(S(=O)(=O)N2CCOCC2)ccc1C (configuration not stated)	-2%	21µM*	3%
O=C(CCCNS(=O)(=O)c1cccs1)N1CCN(c2cccc(Cl)c2)CC1	-3%	?	-1%
C[N+]1(C)CC(O)[C@H](C(=O)[O-])C1 (some centres not stated)	·	0%	13%
N#Cc1ccc(NC(=S)NC(=O)CCc2ccc(S(=O)(=O)N3CCOCC3)cc2)cc1	-10%	13µM*	-3%
Cc1ccccc1NC(=O)C(Cc1ccccc1)n1cccc1 (configuration not stated)	-2%	-16%	18%

Whole records from above. Order of screens: FEN1 inh, TDP1 cell CPT, N370S GC mod
COc1ccc(-c2csc3ncnc(N4CCN(S(=O)(=O)c5cccs5)CC4)c23)cc1 is entered as 19%, ?, -3%
COC(=O)CC1SC(=O)NC1=Nc1ccccc1 (configuration not stated) is entered as -4%, 4%, -5%
Cc1cc(C)c(NC(=O)CNC(=O)CSc2nnc(N)s2)c(C)c1 is entered as -2%, 19%, 1%
CS(=O)(=O)Nc1ccc2c(c1)OCC(=O)N2Cc1ccccc1 is entered as 4%, -17%, -7%
CCN(CC)c1ccc(/C=C/c2c(C)cnc3ccc(C)cc23)cc1 is entered as -7%, 11µM*, ·

This is a subset (hit frequency here may not be typical).
